Screening data (PubChem)
ATXN2 expr inh – inhibitors of ATXN2 expression | AID 1745845 | Potency, µM (titrated, usually from 57 µM), without a hit: at the highest dose activity change, negative = inhibition, usual class: inhibitors | HEK-293 ATXN2-luciferase reporter, luminescence, 24 h | 0.72% of 360,000 active; further: potency means the concentration at half of the fitted maximal effect; on the % scale 0 is the no-effect control and ±100 the full control effect; nearly all actives have a fitted effect of over 55% in size
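qHTS (up to 57 uM final) was run with 24 h compound exposure of reporter cells at 37 °C. Each well was multiplexed: SteadyGlo luminescence measured ATXN2-luciferase expression after a fluorogenic Gly-Phe-AFC viability readout (25 uM final).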
A549 tox – counter-screen for Nrf2 inhibitors: cytotoxicity in A549 cells | Potency, µM (highest dose often 46 µM), without a hit: at the top dose activity change, negative = cytotoxicity, hits mostly inhibitors | 0.16% of 390,000 active | A549 ARE-Fluc cells, CellTiter-Fluor viability, 18-24 h; further: potency means the concentration at half of the fitted maximal effect; on the % scale 0 is the no-effect control and ±100 the full control effect
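A549 ARE_Fluc cells in 5% FBS OPTI-MEM were exposed to compounds in concentration-response for 18-24 h at 37 deg C. Viability was read by CellTiter-Fluor fluorescence (Ex 405/Em 525) after 30 min, before the luciferase read.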
Nrf2 block – blocks Nrf2 signaling; A549 ARE-Fluc reporter, luciferase luminescence, 18-24 h; Potency, µM (titrated, usually from 46 µM), inactives show top-dose activity change, negative = inhibition, usual class: inhibitors; 2.1% of 360,000 active; AID 504444; further: potency means the concentration at half of the fitted maximal effect; on the % scale 0 is the no-effect control and ±100 the full control effect; nearly all actives have a fitted effect of over 60% in size
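Quantitative HTS in A549 cells stably bearing an antioxidant response element-firefly luciferase construct. Inhibition of Nrf2-driven transcription was scored by luminescence after 18-24 h of compound exposure at 37 °C.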
Nrf2 ARE act – activators of Nrf2 (ARE) signaling | 0.31% of 410,000 active | AREc32 ARE-luciferase reporter (MCF7-derived line), luminescence, 24 h | Potency, µM (top dose mostly 46.1 µM), inactives show at the top dose activation, usual class: activators; further: potency means the concentration at half of the fitted maximal effect; % of control where 0% means no effect; nearly all actives have a fitted effect of over 65% in size
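Luciferase luminescence (Steady-Glo, 30 min at room temperature) served as the read-out of ARE activation in AREc32 cells treated with compounds for 24 hr at 37 deg C.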
ATXN viability – reduces viability in counter-screen for ATXN expression inhibitors; Potency, µM (series often up to 56.7 µM), usual class: cytotoxic; 0.49% of 400,000 active; S2 cells (HEK-293 line with an ATXN2-luciferase reporter) viability, CellTiter-Fluor protease fluorescence, 24 h; further: potency means the concentration at half of the fitted maximal effect; nearly all actives have a fitted effect of over 40% in size
MCF10A rereplic – DNA re-replication induction in MCF 10a cells; AID 624296; Potency, µM (titrated, usually from 46.1 µM), without a hit: at the top dose activity, positive = re-replication, most hits filed as activators; MCF 10A DNA re-replication, Hoechst nuclear intensity, 48 h; 2.9% of 350,000 active; further: potency means the concentration at half of the fitted maximal effect; % of control where 0% means no effect; nearly all actives have a fitted effect of over 50% in size
HepG2 tox – counter-screen for TGF-b inhibitors: cytotoxicity in HepG2 cells | HepG2 CAGA-GFP viability, ATP luminescence, 18 h | Potency, µM (top dose mostly 46.1 µM), for inactives: top-dose activity change, negative = cytotoxicity, most hits filed as cytotoxic | 0.76% of 410,000 active | AID 588856; further: potency means the concentration at half of the fitted maximal effect; some results filed as inactive show a strong effect at the top dose
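CellTiter-Glo luminescence gave cytotoxicity after 18 hours at 37 degrees C. The cells were HepG2 CAGA-GFP in 1% FBS DMEM, stimulated with 500 pg/mL TGF-beta after compound addition. %Activity was normalised to no-cell wells (complete cell-killing) and DMSO (no toxicity), and curves were fitted and classified.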
TGFb inhibitor – inhibitors of TGF-b signaling; HepG2 CAGA-GFP TGF-b/SMAD3 reporter, GFP fluorescence, 18 h; TGF-beta stimulated, 500 pg/mL final; Potency, µM (highest dose often 46.1 µM), for the others: at the top dose activity, negative = inhibition, usual class: inhibitors; 1.2% of 410,000 active; further: potency means the concentration at half of the fitted maximal effect; on the % scale 0 is the no-effect control and ±100 the full control effect; nearly all actives have a fitted effect of over 65% in size
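Smad-responsive CAGA-GFP expression was quantified in HEPG2 cells exposed to compounds and 500 pg/mL final TGF-beta for 18 h at 37 degrees C; unstimulated wells defined full inhibition.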
IL1B secr inh – blocks inflammasome-driven IL-1 beta release; THP-1 LPS/ATP IL-1B secretion, AlphaLISA, 16 h; active compounds read low; activity change, % at 57.5 µM; 4.7% of 360,000 active; in the data active means activity change below about -50%; inconclusive means mostly about -30% to -49%; further: on the % scale 0 is the no-effect control and ±100 the full control effect
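Secreted IL-1B measured by AlphaLISA bead assay after 16 h compound exposure of THP-1 cells; compounds (final up to 57.5 uM) added 1 h before LPS (250 ng/mL) and ATP (1.25 mM) stimulation; lower signal means less secretion.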
* marks the source's active call; other numbers are inactive results; [ ] = dose if it differs, or a comment. Unless noted, the call rests on the fitted dose curve; in most records, active means well fitted curve in the direction sought with a large enough effect; inconclusive means small, poorly fitted or top-dose-only effect, or another doubt; inactive means no such curve, though single readings can be large; an effect the other way counts as inactive or inconclusive.

How did COC(=O)[C@H](CCSC)NC(=O)c1cc2c(cn1)[nH]c1ccccc12 do in these assays?
ATXN2 expr inh: -30%; A549 tox: 1%; Nrf2 block: 11%; Nrf2 ARE act: -0.7%; ATXN viability: inactive; MCF10A rereplic: 3%; HepG2 tox: -20%; TGFb inhibitor: -23%; IL1B secr inh: -80*

How did CCCCCOc1ccc(C(=O)N(Cc2ccccc2)C2CCS(=O)(=O)C2)cc1 (stereo not given) do in these assays?
A549 tox: 6%; Nrf2 ARE act: 3.5%; HepG2 tox: -43%; TGFb inhibitor: inconclusive

What do the screens show for `Cc1ccc2nc3c(nc2c1C)CCCC3`?
ATXN2 expr inh: 4%; A549 tox: 3%; Nrf2 block: 1%; Nrf2 ARE act: 0.1%; ATXN viability: inactive; MCF10A rereplic: -6%; HepG2 tox: 11%; TGFb inhibitor: 9%; IL1B secr inh: 10

Results for CCN(C(=O)c1cc(Cl)ccc1OC)c1ccccc1 ?
ATXN2 expr inh: -11%; A549 tox: -3%; Nrf2 block: 2%; Nrf2 ARE act: 0.0%; ATXN viability: inactive; MCF10A rereplic: 11%; HepG2 tox: -16%; TGFb inhibitor: inconclusive; IL1B secr inh: 14

How did COc1ccc(N(C(=O)CNC(=O)c2ccco2)C(C(=O)NCC2CCCO2)c2ccccc2)cc1OC (stereo not given) do in these assays?
ATXN2 expr inh: 7%; A549 tox: 0%; Nrf2 block: 0%; Nrf2 ARE act: -0.4%; ATXN viability: inactive; MCF10A rereplic: 4%; HepG2 tox: -23%; TGFb inhibitor: -11%; IL1B secr inh: -18

How did O=C1CC(N2CCN(C/C=C/c3ccccc3)CC2)C(=O)N1Cc1cccs1 (stereo not given) do in these assays?
ATXN2 expr inh: -18%; A549 tox: 0%; Nrf2 ARE act: 2.2%; ATXN viability: inactive; MCF10A rereplic: 0%; HepG2 tox: 2%; TGFb inhibitor: 7%; IL1B secr inh: -1

What do the screens show for `O=C(c1ccco1)N1CCN(c2nc(-c3ccc(F)cc3)cs2)CC1`?
ATXN2 expr inh: 1%; A549 tox: 2%; Nrf2 block: inconclusive; Nrf2 ARE act: 3.4%; ATXN viability: inactive; MCF10A rereplic: inconclusive; HepG2 tox: -13%; TGFb inhibitor: -7%; IL1B secr inh: -5

What do the screens show for `COC(=O)c1ccc(OCc2cc(=O)n3ccsc3n2)cc1`?
ATXN2 expr inh: -12%; A549 tox: 5%; Nrf2 block: 13%; Nrf2 ARE act: 0.4%; ATXN viability: inactive; MCF10A rereplic: inconclusive; HepG2 tox: 4%; TGFb inhibitor: -4%; IL1B secr inh: -5

Results for O=S(=O)(c1cccc(F)c1)N1CCN(c2ncnc3scc(-c4ccc(F)cc4)c23)CC1 ?
ATXN2 expr inh: -1%; A549 tox: -5%; Nrf2 block: inconclusive; Nrf2 ARE act: -0.6%; ATXN viability: inactive; MCF10A rereplic: 13%; HepG2 tox: 7%; TGFb inhibitor: 5%; IL1B secr inh: -11

What do the screens show for `CCOc1ccc(N(CC(=O)Nc2cccc(OC)c2)S(=O)(=O)c2c(C)noc2C)cc1`?
ATXN2 expr inh: -16%; A549 tox: -10%; Nrf2 block: inconclusive; Nrf2 ARE act: -0.2%; ATXN viability: inactive; MCF10A rereplic: 3%; HepG2 tox: -4%; TGFb inhibitor: -13%; IL1B secr inh: 17

Results for COc1ccc(-n2nc(C)c3onc(C)c3c2=O)cc1 ?
ATXN2 expr inh: -8%; A549 tox: 0%; Nrf2 block: 4%; Nrf2 ARE act: 1.0%; MCF10A rereplic: 0%; HepG2 tox: 7%; TGFb inhibitor: -7%; IL1B secr inh: 13

What do the screens show for `O=C(Nc1nc2ccccc2[nH]1)c1ccc(Cl)c(S(=O)(=O)N2CCCC2)c1`?
ATXN2 expr inh: inconclusive; A549 tox: -20%; Nrf2 block: inconclusive; Nrf2 ARE act: 2.7%; ATXN viability: inactive; MCF10A rereplic: inconclusive; HepG2 tox: -23%; TGFb inhibitor: inconclusive; IL1B secr inh: -59*

How did CCOc1cc(C(=O)Nc2ccc(NC(=O)c3cc4ccccc4o3)c(OC)c2)cc(OCC)c1OCC do in these assays?
ATXN2 expr inh: 11%; A549 tox: 7%; Nrf2 block: 2%; Nrf2 ARE act: -0.1%; ATXN viability: inactive; HepG2 tox: -1%; TGFb inhibitor: inconclusive

What do the screens show for `Cc1ccc(S(=O)(=O)Oc2ccccc2-c2ccccc2)cc1`?
ATXN2 expr inh: -24%; A549 tox: -15%; Nrf2 block: 3%; Nrf2 ARE act: 0.5%; ATXN viability: inconclusive; MCF10A rereplic: 12µM*; HepG2 tox: 0%; TGFb inhibitor: -8%; IL1B secr inh: 45

Results for Cc1ccc2cccc(SCC(=O)NCc3ccco3)c2n1 ?
ATXN2 expr inh: 4%; A549 tox: -5%; Nrf2 block: 6%; Nrf2 ARE act: 6.3%; ATXN viability: inactive; MCF10A rereplic: -182%[0.0737 µM]; HepG2 tox: -11%; TGFb inhibitor: 1%; IL1B secr inh: 18

Results for Cc1ccc(Cn2c(C(C)Nc3nc(C)cs3)nc3cc(Cl)c(Cl)cc32)cc1 (stereo not given) ?
ATXN2 expr inh: 18%; A549 tox: -1%; Nrf2 block: 3%; Nrf2 ARE act: 0.9%; ATXN viability: inactive; MCF10A rereplic: inconclusive; HepG2 tox: 2%; TGFb inhibitor: -11%; IL1B secr inh: 16

Results for O=C(CN1C(=O)/C(=C\c2ccccc2Br)Oc2ccccc21)NCCCN1CCOCC1 ?
A549 tox: -15%; Nrf2 block: inconclusive; Nrf2 ARE act: 2.6%; ATXN viability: inactive; MCF10A rereplic: 8%; HepG2 tox: -45%; TGFb inhibitor: -25%; IL1B secr inh: -7

What do the screens show for `CCOC(=O)c1cnc(SC2CC(=O)N(c3ccc(OC)c(OC)c3)C2=O)nc1N` (stereo not given)?
ATXN2 expr inh: -12%; A549 tox: 15%; Nrf2 block: 3%; Nrf2 ARE act: 0.2%; ATXN viability: inactive; MCF10A rereplic: inconclusive; HepG2 tox: -32%; TGFb inhibitor: -2%; IL1B secr inh: 18

Results for CC(C)(C)c1ccc(OCC(=O)NNC(=O)C2CCCO2)cc1 (stereo not given) ?
ATXN2 expr inh: 10%; A549 tox: 7%; Nrf2 block: 3%; Nrf2 ARE act: 1.6%; ATXN viability: inactive; MCF10A rereplic: 27%; HepG2 tox: 5%; TGFb inhibitor: 1%; IL1B secr inh: 0

How did CCOc1ccc(-n2c(O)cc(=O)[nH]c2=O)cc1 do in these assays?
ATXN2 expr inh: -31%; A549 tox: 7%; Nrf2 block: 2%; Nrf2 ARE act: -0.2%; ATXN viability: inactive; MCF10A rereplic: -2%; HepG2 tox: 57%; TGFb inhibitor: 1%; IL1B secr inh: -3

The final 2 compounds of the section before lead into the next:
Results for CC(C)(C)c1ccc(OCC(=O)NNC(=O)C2CCCO2)cc1 (stereo not given) ?
ATXN2 expr inh: 10%; A549 tox: 7%; Nrf2 block: 3%; Nrf2 ARE act: 1.6%; ATXN viability: inactive; MCF10A rereplic: 27%; HepG2 tox: 5%; TGFb inhibitor: 1%; IL1B secr inh: 0

How did CCOc1ccc(-n2c(O)cc(=O)[nH]c2=O)cc1 do in these assays?
ATXN2 expr inh: -31%; A549 tox: 7%; Nrf2 block: 2%; Nrf2 ARE act: -0.2%; ATXN viability: inactive; MCF10A rereplic: -2%; HepG2 tox: 57%; TGFb inhibitor: 1%; IL1B secr inh: -3

How did COC(=O)c1sccc1-c1ccc(/C=N/OC(=O)c2ccccc2)o1 do in these assays?
ATXN2 expr inh: 2%; A549 tox: -5%; Nrf2 block: 2%; Nrf2 ARE act: 7.3%; ATXN viability: inactive; MCF10A rereplic: inconclusive; HepG2 tox: -30%; TGFb inhibitor: 21%; IL1B secr inh: -11

What do the screens show for `CC(=O)Oc1ccc([C@@H]2COc3c(ccc4c3C=CC(C)(C)O4)C2)c(OC(C)=O)c1`?
ATXN2 expr inh: 18%; A549 tox: inconclusive; Nrf2 block: inconclusive; Nrf2 ARE act: 5.3%; ATXN viability: inactive; MCF10A rereplic: 0%; HepG2 tox: -53%; TGFb inhibitor: inconclusive; IL1B secr inh: -1

How did CCOc1ccc(S(=O)(=O)N2CCCCC2)cc1NC(=O)Cc1ccccc1 do in these assays?
ATXN2 expr inh: 0%; A549 tox: -7%; Nrf2 block: inconclusive; Nrf2 ARE act: -0.6%; ATXN viability: inactive; MCF10A rereplic: 28%; HepG2 tox: -13%; TGFb inhibitor: -6%; IL1B secr inh: 5

What do the screens show for `CCOC(=O)Cc1cc(-c2ccc(O)cc2)nc2ccc3ccccc3c12`?
ATXN2 expr inh: 15%; A549 tox: -16%[1.84 µM]; Nrf2 block: inconclusive; Nrf2 ARE act: 8.4%; ATXN viability: inconclusive; MCF10A rereplic: inconclusive; HepG2 tox: -41%; TGFb inhibitor: inconclusive; IL1B secr inh: 1

What do the screens show for `COc1ccc(/C=C/C(=O)NCCCc2ccccc2)cc1`?
ATXN2 expr inh: 0%; A549 tox: 5%; Nrf2 block: 16%; Nrf2 ARE act: 1.8%; ATXN viability: inactive; MCF10A rereplic: 18%; HepG2 tox: -22%; TGFb inhibitor: -7%; IL1B secr inh: 8

What do the screens show for `Cc1nn(-c2ccccc2)c(=O)c2ccccc12`?
ATXN2 expr inh: 9%; A549 tox: -1%; Nrf2 block: 4%; Nrf2 ARE act: 4.7%; ATXN viability: inactive; MCF10A rereplic: -2%; HepG2 tox: 3%; TGFb inhibitor: -1%; IL1B secr inh: 31

How did Cc1ccc(C(=O)NCC(=O)OCc2nnc(-c3ccccc3)o2)cc1 do in these assays?
ATXN2 expr inh: 13%; A549 tox: -1%; Nrf2 block: inconclusive; Nrf2 ARE act: 3.6%; ATXN viability: inactive; MCF10A rereplic: -4%; HepG2 tox: -54%; TGFb inhibitor: -1%; IL1B secr inh: 15
